# CXXC DNA block = qHTS Fluorescence Polarization Assay for Inhibitors of MLL CXXC domain - DNA interaction; Histone-lysine N-methyltransferase 2A (Homo sapiens), Q03164; MLL-CXXC / FITC-HOXA9 DNA fluorescence polarization; Potency, µM (titrated, usually from 115 µM), for the others: top-dose activity change, negative = inhibition, actives largely listed as inhibitors; hit rate 0.037% among 290,000; active = well fitted inhibition curve with a large enough effect in the polarisation, with a control signal flat, not every such curve was filed as active; inconclusive = small, poorly fitted or top-dose-only effect, or effect the other way, or a change in a side signal; inactive = no such curve, though single readings can be large or run the other way; the % refers to the polarisation; note: potency is the fitted concentration of half-maximal effect
#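 Steps: dispense CXXC domain solution (7 uM) → pin compounds or unlabeled HOX-A9 DNA control → 5 min ambient → add FLSN-HOX-A9 solution (50 nM) → spin → 30 min ambient → fluorescence polarization. Tris pH 7.5/NaCl/DTT/BSA buffer.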
# hERG WT inh = qHTS for Inhibitors of KCHN2 3.1: Wildtype qHTS; hit rate 0.37% among 340,000; AID 720551, 2013; U2OS, BacMam KCNH2, thallium flux FluxOr; hits give low values; Voltage-gated inwardly rectifying potassium channel KCNH2 (Homo sapiens), Q12809; activity change, % at 1.84 µM;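 active = maximum activity change below -70%; inconclusive = maximum activity change between -70% and -50%; inactive = maximum activity change above -50%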; note: % is set by controls: 0 for no effect and ±100 for the full control effect
# Target sequence (Q12809 whole entry, looked up): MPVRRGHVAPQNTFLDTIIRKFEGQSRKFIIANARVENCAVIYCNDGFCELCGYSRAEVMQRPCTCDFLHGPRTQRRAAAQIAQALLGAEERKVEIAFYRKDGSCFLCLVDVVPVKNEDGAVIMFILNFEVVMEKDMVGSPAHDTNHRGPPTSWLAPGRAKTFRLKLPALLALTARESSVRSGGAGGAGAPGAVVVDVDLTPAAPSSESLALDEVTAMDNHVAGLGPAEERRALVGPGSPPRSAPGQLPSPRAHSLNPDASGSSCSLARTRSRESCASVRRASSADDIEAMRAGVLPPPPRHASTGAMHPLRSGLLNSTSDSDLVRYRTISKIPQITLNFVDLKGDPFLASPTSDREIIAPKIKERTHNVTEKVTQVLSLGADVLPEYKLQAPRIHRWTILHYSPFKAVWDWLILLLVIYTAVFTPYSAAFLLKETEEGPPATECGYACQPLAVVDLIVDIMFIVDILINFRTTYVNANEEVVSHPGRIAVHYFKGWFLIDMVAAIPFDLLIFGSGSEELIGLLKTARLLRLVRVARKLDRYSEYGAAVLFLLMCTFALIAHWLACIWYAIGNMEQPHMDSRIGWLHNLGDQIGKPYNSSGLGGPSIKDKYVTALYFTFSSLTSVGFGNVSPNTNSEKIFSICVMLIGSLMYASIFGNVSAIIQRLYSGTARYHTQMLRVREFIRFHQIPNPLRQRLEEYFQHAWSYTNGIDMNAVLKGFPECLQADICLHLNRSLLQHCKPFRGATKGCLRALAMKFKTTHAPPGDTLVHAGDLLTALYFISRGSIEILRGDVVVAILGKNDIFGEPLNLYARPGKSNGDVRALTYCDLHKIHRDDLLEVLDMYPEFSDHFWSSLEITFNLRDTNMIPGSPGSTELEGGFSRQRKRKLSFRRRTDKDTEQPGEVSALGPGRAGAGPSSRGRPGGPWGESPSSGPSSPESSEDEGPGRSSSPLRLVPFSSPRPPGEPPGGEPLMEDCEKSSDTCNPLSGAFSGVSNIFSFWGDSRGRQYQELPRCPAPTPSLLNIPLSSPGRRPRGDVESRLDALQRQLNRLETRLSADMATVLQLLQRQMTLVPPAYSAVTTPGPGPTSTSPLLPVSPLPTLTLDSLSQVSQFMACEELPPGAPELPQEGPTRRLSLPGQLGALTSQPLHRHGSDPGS
#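 U2OS cells were transduced with wild-type KCNH2 virus (2.03 x 10^8 / mL) for 4 h at room temperature, then cultured overnight at 37 C. Thallium flux was read with FluxOr dye. Rate constants were normalized to DMSO controls.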
# GALK inh = qHTS Assay for Inhibitors of Human Galactokinase (GALK); Potency, µM (highest dose often 57.5 µM), for inactives: at the highest dose activity change, negative = inhibition, hits mostly inhibitors; hit rate 0.007% among 270,000; AID 1868, 2009; P51570; Purified GALK, Kinase-Glo residual ATP luminescence; note: potency is the fitted concentration of half-maximal effect; % is set by controls: 0 for no effect and ±100 for the full control effect
#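 Kinase-Glo Plus luminescence measured ATP left after a 1 h room-temperature reaction. The reaction used 5 nM GALK, 100 uM galactose and 35 uM ATP at pH 8.0 (20 mM HEPES, 5 mM MgCl2, 60 mM NaCl, 1 mM DTT, 0.01% BSA).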
# USP2a inh = qHTS Assay for Inhibitors of Ubiquitin-specific Protease USP2a Using CHOP2 as the Reporter; USP2 core, Ub-CHOP2 coupled fluorogenic reporter, 485/531; Ubiquitin carboxyl-terminal hydrolase 2 (Homo sapiens), O75604; AID 463254, 2010; hit rate 0.01% among 330,000; Potency, µM (doses to about 38.3 µM), inactives show top-dose activity change, negative = inhibition, hits mostly inhibitors;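 note: potency is the fitted concentration of half-maximal effect; plate controls were DMSO wells for no effect and full inhibition by NEM control for full effect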
#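 Cell-free coupled assay: 10nM USP2 core preincubated 30min RT with compound in Tris-HCl pH 8.0/CaCl2/CHAPS buffer, then 25nM Ub-CHOP2 and 25nM reporter substrate; fluorescence (Ex 485/Em 531) read after 60min RT, normalized to NEM inhibition, concentration-response curves fitted.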
# Coupling enz = qHTS Assay for Inhibitors of Fructose-1,6-bisphosphate Aldolase from Giardia Lamblia: Coupling assay counterscreen. coupling enzyme system counterscreen, AmpLite Red fluorescence. activity change, negative = inhibition, % at 58.2 µM, hits read low. hit rate 0.67% among 290,000. AID 2472, 2010; in the data active = activity change below about -30%; note: % is set by controls: 0 for no effect and ±100 for the full control effect
#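 Activity here indicates interference with the coupling reaction, not aldolase inhibition. Compounds at 57.5 uM final met coupling enzymes for 10 min at RT; substrate and AmpLite Red detection followed, with a 525/598 nm fluorescence read after 20 min.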
# KCNH2 3.1 inh = qHTS for Inhibitors of KCHN2 3.1: Mutant qHTS. U2OS KCNH2 3.1, thallium flux FluxOr; hits give low values. hit rate 0.95% among 340,000. Potassium voltage-gated channel subfamily H member 2, brain isoform KCNH2 3.1 (human). activity change, % (tested at about 1.8 µM);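 active = maximum activity change below -70%; inconclusive = maximum activity change from -70% to -50%; inactive = maximum activity change above -50%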;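 note: thallium influx rate constant from kinetic fluorescence after stimulation buffer; % is set by controls: 0 for no effect and ±100 for the full control effect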
#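 FluxOr-based Tl+ influx in U2OS cells transduced with KCNH2 3.1 virus; rate constants normalized to DMSO controls.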
# Menin-MLL TR inh = qHTS Assay for Inhibitors Targeting the Menin-MLL Interaction in MLL Related Leukemias: Competition With Texas Red Labeled MLL-derived Mutant Peptide; Menin + Texas Red MLL mutant peptide, fluorescence polarization; AID 1768, 2009; hit rate 0.23% among 270,000; Potency, µM (doses to about 61.6 µM), inactives show top-dose FP activity change, negative = inhibition, most hits filed as inhibitors; O00255; active = well fitted inhibition curve with a large enough effect in the polarisation, with a control signal flat, not every such curve was filed as active; inconclusive = small, poorly fitted or top-dose-only effect, or effect the other way, or a change in a side signal; inactive = no such curve, though single readings can be large or run the other way; the % refers to the polarisation; note: potency is the fitted concentration of half-maximal effect; % of control where 0% means no effect; many of its hits are not listed in these tables
# B2AR arrestin = qHTS assay of beta-arrestin-biased ligands of beta2-adrenergic receptor; Beta-2 adrenergic receptor (Homo sapiens), P07550; beta-arrestin recruitment to beta2AR, cell-based reporter; Potency, µM (highest dose often 46.1 µM), for the others: at the highest dose activation, most hits filed as activators; hit rate 0.02% among 330,000;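 note: potency is the fitted concentration of half-maximal effect; 0% = DMSO controls and full agonism = EC100 isoproterenol or metaproterenol; nearly all actives have a fitted effect of over 65% in size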
# Giardia kill = Small Molecules that selectively kill Giardia lamblia: qHTS | Giardia lamblia trophozoite viability | activity change, % at 7.66 µM, hits read low | hit rate 0.15% among 340,000 | AID 540267, 2011; in the data active = activity change below about -80%; inconclusive = between about -30% and that limit;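 note: parasites exposed to compound for two days anaerobically before the ATP read; % is set by controls: 0 for no effect and ±100 for the full control effect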
#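 Luminescence from cellular ATP indicates surviving trophozoites (100 cells/well) following 48 hrs anaerobic compound treatment at 37 deg C; signal develops 15-30 min at room temperature.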
# PKM2 act = qHTS Assay for Activators of Human Muscle isoform 2 Pyruvate Kinase | Pyruvate kinase PKM (Homo sapiens), P14618 | purified PKM2, Kinase-Glo ATP luminescence, activation; response scale: 0% is enzyme alone, no compound | Potency, µM (titrated, usually from 57.5 µM), for inactives: top-dose activation, actives largely listed as activators | hit rate 0.34% among 260,000 | AID 1631, 2009; note: potency is the fitted concentration of half-maximal effect; % is set by controls: 0 for no effect and ±100 for the full control effect; nearly all actives have a fitted effect of over 55% in size
#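 Kinase-Glo luminescence reports ATP generated from ADP (0.1 mM) and PEP (0.5 mM) by purified hPK-M2 after 1 h at room temperature, pH 7.2 imidazole buffer; intermediate enzyme activity allows detecting inhibitors and activators.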
# TRPV1 ag = HTS Assay for Compounds that Act as Agonists of the Vanilloid Receptor 1; hit rate 0.19% among 320,000; Transient receptor potential cation channel subfamily V member 1 (Homo sapiens), Q8NER1; activation, % at 8.33 µM; TRPV1-expressing cells, Fluo-8 calcium influx, agonist mode; in the data active = activation above about 80%; inconclusive = between about 30% and that limit; note: 0% is about no effect
#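 Fluo-8 calcium influx in TRPV1-expressing cells, kinetic read (ex 480/em 520 nm). Compound added and read 3 min for agonist activity, followed by capsaicin at EC20 final and 2 min further read for enhancement.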
# Starred values were filed as active, the others as inactive; ? = inconclusive; nt = not tested or not shown; [ ] = remark or other dose. Unless noted, calls come from the whole dose curve; as a rule, active = well fitted curve in the direction sought with a large enough effect; inconclusive = small, poorly fitted or top-dose-only effect, or another doubt; inactive = no such curve, though single readings can be large; an effect the other way counts as inactive or inconclusive.
SMILES,CXXC DNA block,hERG WT inh,GALK inh,USP2a inh,Coupling enz,KCNH2 3.1 inh,Menin-MLL TR inh,B2AR arrestin,Giardia kill,PKM2 act,TRPV1 ag
Cc1ccc(CSc2nc(-c3ccccc3)c(C#N)c(=O)[nH]2)cc1,?,2.5,1.9%,-13.1%,12.6,-18.5,?,0.5%,-3.3,nt,-4.7
CCOC(=O)c1csc(NC(=O)CSc2nnc(C3CC3)n2C)n1,-3.0%,12.6,-0.2%,7.1%,1.0,-10.1,-19.3%,0.1%,10.7,6.8%,-0.4
CC1Cc2ccccc2N1C(=O)CSc1nnc(CSc2ncccn2)n1C (stereo not given),-4.9%,-1.3,0.8%,-5.6%,1.1,-2.5,-8.8%,-0.6%,8.7,-4.6%,0.6
Cc1nc(SCC(=O)c2ccc(Cl)cc2)c([N+](=O)[O-])[nH]1,-20.1%,4.8,3.3%,0.7%,4.2,27.9,18.3%,0.2%,-6.3,2.6%,-4.6
Cc1ccc(S(=O)(=O)Nc2ccc3c(c2)C(=O)N([C@H](C)CO)C[C@H](C)[C@@H](CN(C)C(=O)Nc2ccc4c(c2)OCO4)O3)cc1,nt,-1.6,nt,3.0%,nt,6.7,nt,-1.0%,-28.4,nt,nt
CCN(CC)CC(=O)Nc1ccc2c(c1)Nc1ccccc1CC2,2.3%,15.3,2.0%,-7.1%,-8.1,-13.8,0.2%,-1.4%,-0.9,2.2%,-1.7
O=S(=O)(c1ccccc1)c1ncc(C(F)(F)F)cc1Cl,22.4%,-3.5,4.4%,2.0%,1.8,-9.5,-13.8%,-1.3%,10.3,23.4%,1.9
CCN(CC)S(=O)(=O)c1cc(NC(=O)COC(=O)C2CCC2)ccc1C,nt,19.5,nt,0.3%,nt,17.2,nt,0.1%,-3.6,nt,9.9
CCOC(=O)C1CCCN(C(=O)c2ccc3c(=O)n(CCOC)c(=S)[nH]c3c2)C1 (stereo not given),-9.8%,-28.3,1.6%,-0.6%,-5.1,-2.3,-13.2%,0.1%,9.7,-9.4%,0.3
O=C(NCCCN1CCOCC1)c1ccc2c(c1)N(Cc1ccccc1)C(=O)c1ccccc1S2,41.8%,7.8,-3.5%,2.9%,nt,-19.6,nt,-0.7%,-1.5,nt,6.2
CCN(CC(=O)Nc1c(F)cccc1F)C(=O)CCN1C(=O)C2CCCCC2C1=O (stereo not given),nt,-1.1,nt,-1.3%,nt,-11.1,nt,-0.4%,16.7,nt,-0.6
COc1cccc(OCCCCN2CC(C)OC(C)C2)c1 (stereo not given),3.7%,8.6,-3.0%,2.8%,0.3,5.6,-16.8%,-0.2%,-7.7,-0.5%,-3.2
Cc1cc(=O)oc2cc(OCC(=O)N3CCCC3)ccc12,nt,1.2,nt,-6.3%,nt,0.8,nt,0.0%,-5.5,nt,nt
NC(=O)c1ccc(-c2nnc(Nc3ccc(S(N)(=O)=O)cc3)c3ccccc23)cc1,8.8%,2.9,nt,-2.2%,2.8,12.3,2.8%,0.1%,8.0,nt,-5.4
CCC(Oc1cccc(C)c1)C(=O)Nc1ccccc1C(=O)N1CCOCC1 (stereo not given),1.4%,-23.3,-7.4%,0.7%,nt,-4.6,nt,0.0%,-7.8,3.3%,5.0
CC(=O)c1cccc(NC(=O)c2ccc(-c3ccccc3[N+](=O)[O-])o2)c1,11.5%,7.3,2.5%,-5.6%,-58.8*,-13.4,?,0.0%,-9.8,16.6%,?
CCOC(=O)c1c(NC(=O)C2CC2)sc2c1CC(C)(C)OC2,31.5%[activator],-10.9,-2.9%,0.0%,0.8,4.7,nt,0.2%,-2.9,-1.1%,4.0
Cc1nc(SC(C(=O)c2ccccc2)c2ccccc2)n[nH]1 (stereo not given),-9.5%,3.6,-1.4%,2.5%,-4.0,-18.9,22.0%,-0.4%,-22.8,2.9%,28.2
Cc1ccsc1C(=O)NNC(=O)C1C2C=CC(C2)C1C(=O)O (stereo not given),-7.6%,-3.8,1.9%,5.1%,5.1,3.4,0.1%,-1.3%,-15.4,-25.8%,29.8
COc1ccc(CCNC(=O)CCCN2C(=O)C(c3ccccc3)Oc3cccnc32)cc1OC (stereo not given),-2.1%,5.7,6.8%,0.8%,nt,-0.2,nt,0.5%,8.1,nt,11.6
O=C(Nc1sc2c(c1C(=O)O)CCC2)c1cccc(Cl)c1,12.2%,1.3,-6.4%,3.1%,-19.5,0.7,?,1.0%,-28.0,nt,-5.0
CC(=O)c1ccc(N(C)C)c2c(N(C)C)cccc12,-1.2%,21.2,0.3%,1.6%,-55.0*,32.9,-14.9%,-0.5%,19.4,-8.4%,1.4
C=CCNC(=O)/C(=C\C=C\c1ccccc1)NC(=O)c1ccccc1Cl,2.7%,-0.1,0.7%,0.2%,0.5,-22.1,-1.5%,-0.5%,5.3,1.1%,25.5
O=c1[nH][nH]cc1C=Nc1cc(Cl)ccc1O,?,3.2,-2.0%,5.2%,-0.4,-3.3,25.4%,0.0%,6.4,6.8%,-0.2
CCC(=O)N1N=C(c2ccc(C)o2)CC1c1ccc(Br)cc1 (stereo not given),-3.2%,-0.3,-1.5%,1.5%,2.9,12.0,-0.7%,0.1%,-9.5,24.2%,?
COc1ccc(N(CC(=O)N2CCN(c3ccc(F)cc3)CC2)S(=O)(=O)c2c(C)n[nH]c2C)cc1,3.0%,5.9,1.2%,2.1%,-0.1,-1.1,9.5%,0.0%,-6.6,10.5%,-7.7
CCCCN(CCCC)S(=O)(=O)c1ccc(SCC(=O)OCC)c([N+](=O)[O-])c1,9.6%,3.4,-1.5%,4.2%,-5.0,-1.3,-12.7%,0.0%,-6.5,3.8%,6.1
CCn1cc(C(=O)O)c(=O)c2cc(F)c(N3CCN(C(=S)NC(=O)c4ccc(OC)cc4)CC3)cc21,19.0%,-16.9,-0.7%,2.9%,-2.4,-10.9,27.1%,0.3%,-10.9,nt,-0.4
CCC(C(=O)NC1CCCC1)N(Cc1ccccc1Cl)C(=O)c1snc(C(N)=O)c1N (stereo not given),1.7%,-0.6,-0.8%,-0.2%,0.3,-15.8,-1.7%,-1.1%,0.1,-7.2%,-1.6
CC(C)(C)OC(=O)C[C@@H]1C/C=C\C[C@H](CC(=O)N(CCO)Cc2ccccc2)C(=O)N2CCC[C@@H]2COC1=O,nt,-3.5,nt,4.6%,nt,-0.9,nt,0.0%,11.7,nt,nt
Cc1ccc(C(c2c(C)n(C)n(-c3ccccc3)c2=O)c2c(C)n(C)n(-c3ccccc3)c2=O)s1,-3.4%,6.5,2.2%,1.6%,-2.4,10.4,-5.7%,-0.9%,0.1,1.4%,6.4
CC(C)C(C(=O)C=[N+]=[N-])N1C(=O)c2ccccc2C1=O (stereo not given),0.7%,0.7,4.6%,-0.6%,4.7,-11.3,-6.6%,-0.5%,-5.7,2.9%,-1.4
Cc1noc(NS(=O)(=O)c2ccc(N3CC(O)=C(c4ccccc4)C3=N)cc2)c1C,6.7%,-13.0,0.2%,?,0.0,-0.5,-4.8%,-0.2%,1.8,-5.3%,-3.0
Cc1ccc(-c2cc(C(=O)N3CCN(C(=O)c4ccco4)CC3)[nH]n2)c(C)c1,21.0%,0.1,-0.2%,-0.9%,0.1,-2.6,-24.5%,0.2%,6.5,nt,0.2
Cn1c(OCc2cccnc2)nc2c1c(=O)n(Cc1ccccc1)c(=O)n2C,-1.7%,3.3,1.2%,3.6%,0.0,9.6,7.9%,-0.2%,-6.7,16.0%,0.2
CC(Sc1nc2c(c(=O)[nH]1)CCCC2)C(=O)Nc1ccccc1C#N (stereo not given),11.4%,-12.1,5.8%,6.5%,0.8,-6.0,?,0.1%,3.1,nt,-1.2
CSc1cccc(CN2CCCC(CO)(Cc3cccc(Cl)c3)C2)c1 (stereo not given),21.2%,10.2,4.2%,-4.5%,0.3,-3.1,-3.4%,-0.1%,-15.9,-1.1%,20.7
CC(C)(C)OC(=O)N[C@@H](Cc1ccccc1)C(=O)N1CCC(C(=O)N[C@@H](Cc2c[nH]c3ccccc23)C(=O)O)CC1,9.2%,-1.2,1.7%,-0.7%,-2.6,-8.3,-21.2%,0.0%,3.0,nt,-3.2

# Screens: PubChem BioAssay, National Center for Advancing Translational Sciences (NCATS)

# This is a subset; count on the stated rates, not on these rows.
